M1 antag: antagonists of human M1 muscarinic receptor; actives 1.3% (n = 360,000); CHO-K1 hM1, Fluo-8 calcium fluorescence, ACh EC80 antagonist; AID 588852; P11229; inhibition, % at 3 µM;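 active = percent inhibition above its own plate's cutoff, namely the mean of that plate's compound wells plus 3 SD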;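 also: peak over basal fluorescence ratio during 140 s after agonist addition; 0% = ACh EC80 plus DMSO and 100% = DMSO alone without agonist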
Target sequence (P11229 whole entry, looked up): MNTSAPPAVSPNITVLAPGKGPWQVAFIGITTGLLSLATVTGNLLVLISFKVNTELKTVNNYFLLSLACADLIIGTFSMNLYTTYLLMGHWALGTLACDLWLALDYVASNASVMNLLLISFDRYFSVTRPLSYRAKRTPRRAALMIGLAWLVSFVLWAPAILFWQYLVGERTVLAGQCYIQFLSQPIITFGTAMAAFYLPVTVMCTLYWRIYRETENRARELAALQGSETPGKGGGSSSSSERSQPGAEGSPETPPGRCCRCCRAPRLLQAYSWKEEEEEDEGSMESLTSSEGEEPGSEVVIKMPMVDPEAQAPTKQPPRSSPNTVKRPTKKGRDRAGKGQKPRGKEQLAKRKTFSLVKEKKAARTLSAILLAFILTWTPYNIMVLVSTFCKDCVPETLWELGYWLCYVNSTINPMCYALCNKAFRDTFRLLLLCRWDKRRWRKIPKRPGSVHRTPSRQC
CHRM1 agonist: human M1 muscarinic receptor agonism; CHO-K1 hM1, Fluo-8 calcium fluorescence, agonist mode; 0% DMSO, 100% acetylcholine EC100; activation, % at 3 µM; actives 0.33% (n = 360,000); P11229;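 active = activation above the run's mean compound activation plus 3 SD, cut at about 16% in these data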;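 also: peak over basal fluorescence ratio within a 140 s kinetic read after compound addition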
CHRM4 agonist: CHRM4 agonism in calcium assay; P08173; activation, % at 3 µM; actives 0.14% (n = 360,000); CHO-K1 hM4/Gqi5, Fluo-8 calcium fluorescence; vehicle 0%, full acetylcholine response 100%;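 active = activation above the run mean over all test wells plus 3 SD, cut at about 32% in these data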;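 also: peak over basal fluorescence ratio per well then scaled between controls; 0% = DMSO wells and 100% = acetylcholine at EC100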
M5 PAM: positive allosteric modulators of human muscarinic M5 receptor | P08912 | actives 0.3% (n = 360,000) | activation, % at 3 µM | CHO-K1 hM5, Fluo-8 calcium, ACh EC20 PAM; 0% = ACh EC20, 100% = ACh EC100;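 active = activation above the run cutoff, the mean activation of all test compounds plus 3 SD, cut at about 18% in these data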
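system = human M5 receptor in CHO-K1 cells | compound = one concentration, 3 µM final (nominal) | schedule = Post-acetylcholine fluorescence recording 140 s | signal = Fluo-8 calcium dye fluorescence, kinetic read | benchmarks = low control EC20 acetylcholine (0%), high control EC100 acetylcholine (100%) | repeats = singlicate, one well per test compound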
TAAR1 agonist: human TAAR1 agonism. Q96RJ0. CHO RD-HGA16 TAAR1, Fluo-8 calcium fluorescence; vehicle wells 0%, saturating PEA agonist 100%. activation, % at 3 µM. actives 0.99% (n = 360,000). AID 624467;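 active = activation above the mean activation of all test compounds in the run plus 3 SD, cut at about 38% in these data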
Target sequence (Q96RJ0 whole entry, looked up): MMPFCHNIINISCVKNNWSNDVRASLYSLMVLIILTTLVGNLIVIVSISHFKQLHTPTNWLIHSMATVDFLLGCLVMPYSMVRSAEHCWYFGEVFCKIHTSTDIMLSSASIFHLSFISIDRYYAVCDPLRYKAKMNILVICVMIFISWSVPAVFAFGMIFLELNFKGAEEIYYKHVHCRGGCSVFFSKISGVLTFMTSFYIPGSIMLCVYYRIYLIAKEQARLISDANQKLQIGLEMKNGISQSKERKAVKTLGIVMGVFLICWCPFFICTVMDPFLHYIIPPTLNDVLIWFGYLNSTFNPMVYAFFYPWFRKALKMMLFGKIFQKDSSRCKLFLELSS
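Benchmarks: low control DMSO, high control PEA (EC100); System: CHO RD-HGA16 cells carrying human TAAR1 plus Gα16; Detection: Fluo-8 fluorescence, 5 s baseline then 140 s kinetic read; Schedule: 17-24 h plating, Fluo-8 75 min 37 °C, 30 min RT; Read-out basis: % activation from peak over basal fluorescence ratio, DMSO-to-PEA scaled.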
CHRM5 agonist: agonists of human muscarinic M5 receptor (CHRM5); CHO-K1 hM5 cells, Fluo-8 calcium fluorescence; 0% DMSO wells, 100% maximal acetylcholine response; activation, % at 3 µM; actives 0.19% (n = 360,000); AID 624037;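 active = activation above the run's mean over test compounds plus 3 SD, cut at about 23% in these data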;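 also: signal is peak over basal fluorescence ratio across the kinetic read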
M5 antag: CHRM5 antagonism in calcium assay | P08912 | CHO-hM5 cells, Fluo-8 calcium fluorescence, ACh EC80 | inhibition, % at 3 µM | actives 0.59% (n = 360,000);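 active = inhibition above a per-plate cutoff, the mean of that plate's test compounds plus 3 SD, cut at about 27% in these data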;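 also: 0% = acetylcholine EC80 with DMSO and 100% = DMSO without agonist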
M1 PAM: potentiates human M1 receptor response to acetylcholine. AID 588819. P11229. CHO-K1 hM1, Fluo-8 calcium fluorescence, ACh EC20; 0% = ACh EC20, 100% = maximal ACh. activation, % at 3 µM. actives 0.088% (n = 360,000); in the data active = activation above about 19%, passing the limit was not always enough
M4 antag: CHRM4 antagonism in calcium assay; P08173; actives 0.73% (n = 360,000); AID 624125; CHO-hM4 cells, ACh EC80, Fluo-8 calcium fluorescence; inhibition, % at 3 µM;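 active = inhibition above its plate's cutoff, the mean inhibition of sample wells plus 3 SD, cut at about 27% in these data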;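 also: 0% = acetylcholine EC80 with DMSO and 100% = DMSO without agonist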
Starred values were filed as active, the others as inactive; . = no result given. This is a subset; count on the stated rates, not on these rows.

Sequence of screens – M1 antag	CHRM1 agonist	CHRM4 agonist	M5 PAM	TAAR1 agonist	CHRM5 agonist	M5 antag	M1 PAM	M4 antag
- CCOC(=O)N1CCC(=NNC(=O)COc2cccc(C)c2)CC1
 : -13	-6	0	0	3	-4	6	13	4
- Cc1ccc2nc(SCC(=O)N3c4ccccc4CC3C)c(C)cc2c1 (stereo unspecified)
 : 2	-3	0	-3	3	-1	2	-3	5
- Cc1cc(C)n(CC(=O)NN)n1
 : -8	-10	1	-3	0	-2	0	6	1
- CCc1cc(=O)oc2cc(OCc3ccc(C(=O)O)o3)ccc12
 : -7	0	0	-7	6	-2	10	7	5
- CCCS(=O)(=O)NC(=O)C1(C)CCN(C(=O)COCc2ccccc2)C1 (stereo unspecified)
 : -12	-3	0	2	2	1	-2	10	-3
- COc1ccc(CC(=O)N(Cc2ccccc2)c2ccccc2)cc1S(=O)(=O)N1CCOCC1
 : 26*	2	24	-13	18	3	5	-9	17
- CC(C)(C)NC(=O)C(c1ccc(F)cc1)N(Cc1ccco1)C(=O)CCC(=O)Nc1nccs1 (stereo unspecified)
 : -1	-1	1	5	-1	-2	4	1	-10
- O=C(O)c1cccnc1C(=O)O
 : -6	-4	1	3	1	1	1	1	0
- CC(C)(C)NC(=O)c1ccc(Cn2cc(C(F)(F)F)ccc2=O)cc1
 : 3	-5	2	-5	7	-3	-3	-5	5
- COc1ccc(OCCOC(=O)CNC(=O)c2ccc(C)cc2)cc1
 : -5	-3	1	0	-1	2	6	8	-4
- Cc1nc2ccccn2c1/C(O)=C1\C(=O)C(=O)N(CCN2CCOCC2)C1c1ccncc1 (stereo unspecified)
 : -6	-2	0	3	1	-1	-2	6	-2
- CCN(C(=O)CCN1C(=O)S/C(=C\c2ccccc2)C1=O)C1CCS(=O)(=O)C1 (stereo unspecified)
 : 16	0	4	-4	4	1	2	-10	9
- COc1ccc(C(=O)Nc2ccc(Oc3ncnc4sc(-c5ccccc5)cc34)cc2)cc1OC
 : -10	-3	1	0	1	1	2	4	2
- Cc1cc(C)n(S(=O)(=O)c2cc(C(=O)O)c(Cl)cc2Cl)n1
 : -14	-2	0	-6	15	-1	11	8	1
- CC1CCCN(C(=O)C2CC(=O)N(c3ccc(Cl)cc3)C2)C1 (stereo unspecified)
 : -13	-5	2	2	2	0	-1	7	0
- CC(C)CCNC(=O)COC(=O)/C=C/c1ccc2ccccc2n1
 : -3	-3	3	-4	2	6	-1	4	-5
- COc1ccc(CNC(=O)CC2C(=O)NCCN2C2Cc3ccccc3C2)cc1 (stereo unspecified)
 : -19	-2	1	-3	20	-4	-1	10	-12
- Cc1ccc(C2NC(=O)c3ccccc3O2)cc1 (stereo unspecified)
 : -11	2	0	2	0	4	4	12	1
- Cc1ccc(S(=O)(=O)N2CCN=C2SCc2c(F)cccc2Cl)cc1
 : -17	-1	0	4	0	-3	3	5	-5
- COc1cccc(NC(=O)CN2C(=O)COc3ccc(S(=O)(=O)N4CCC(C)CC4)cc32)c1
 : 12	-5	2	-4	2	-6	1	-4	6

Just M5 antag, M5 PAM and CHRM5 agonist, for some of the entries so far:
canonical_smiles	M5 antag	M5 PAM	CHRM5 agonist
CCOC(=O)N1CCC(=NNC(=O)COc2cccc(C)c2)CC1	6	0	-4
Cc1ccc2nc(SCC(=O)N3c4ccccc4CC3C)c(C)cc2c1 (stereo unspecified)	2	-3	-1
Cc1cc(C)n(CC(=O)NN)n1	0	-3	-2

Next compounds
Sequence of screens – M1 antag	CHRM1 agonist	CHRM4 agonist	M5 PAM	TAAR1 agonist	CHRM5 agonist	M5 antag	M1 PAM	M4 antag
- CC(=O)Cn1cnc2c(cnn2-c2ccc(F)cc2)c1=O
 : 0	-1	1	-3	7	2	-5	-2	-5
- CCc1ccc(NC(=O)N(CCCN2CCOCC2)C(C)c2cc3cccc(OC)c3o2)cc1 (stereo unspecified)
 : -6	-5	0	2	0	-7	1	2	5
- CN(C)S(=O)(=O)c1cccc(C(=O)OCC(=O)c2ccc3c(c2)NC(=O)CO3)c1
 : -2	-5	25	-20	34	8	11	-14	9
- COC(=O)Cc1c(O)ccn(Cc2ccc(Cl)c(Cl)c2)c1=O
 : -3	-3	1	5	0	3	1	5	-9
- Cc1ccc2c(cnn2C(=O)CCCC(=O)NCc2cccc(F)c2)c1
 : -5	3	0	-1	-2	-2	-2	16	-6
- COc1ccc(NC(=O)N(C)C[C@H]2Oc3ccc(NC(=O)Nc4ccc(C(F)(F)F)cc4)cc3C(=O)N([C@H](C)CO)C[C@@H]2C)cc1
 : -17	-1	-1	-2	2	1	-9	6	-8
- CNC(=O)C1CC(=O)N/C(=N/N=C(\C)c2cccs2)S1 (stereo unspecified)
 : -12	-4	0	3	1	-1	1	11	2
- Cc1noc(C)c1COc1ccc(C(=O)N2CCN(S(=O)(=O)c3ccc(F)cc3)CC2)cc1
 : 5	-3	5	0	-1	2	5	-4	8
- Cc1ccc(S(=O)(=O)N2CCOCC2)cc1C(=O)NC(=S)N1CC(C)OC(C)C1 (stereo unspecified)
 : -3	-4	1	5	6	1	5	4	2
- COc1ccc(S(=O)(=O)NCc2csc(C)n2)cc1
 : 8	-1	1	1	3	-2	-3	0	4
- Cc1cc(C)c(S(=O)(=O)NCCn2ccc3ccccc32)c(C)c1
 : 3	-3	0	-4	-2	0	2	-1	-5
- CN1CCN(c2ncnc3c2[nH]c2ccc(F)cc23)CC1
 : -3	-4	1	0	10	-2	3	1	2
- CN(C)S(=O)(=O)c1ccc(N2CCN(S(=O)(=O)c3ccc(F)cc3)CC2)c(Cl)c1
 : 12	0	2	-7	11	0	12	-6	1
- Cc1c(C)n(C)c2ccc(C(=O)NCCN3CCOCC3)cc12
 : -18	-2	0	2	0	-2	-4	12	-5
- Cc1cccc(-c2cc(C(=O)N3CCCc4ccccc43)c3ccccc3n2)c1
 : -7	-7	-1	-6	-1	-3	-6	5	2
- O=C(NCc1cccc(C(F)(F)F)c1)C1CCCN(c2ncccn2)C1 (stereo unspecified)
 : -11	-6	5	-2	16	3	2	2	0
- CCN(C[C@H]1N[C@@](CC)(C(=O)OC)[C@H]2C(=O)N(C)C(=O)[C@@H]12)S(=O)(=O)c1ccc(F)cc1
 : 1	-2	1	4	1	1	-6	0	-5
- COc1ccc(C(C)(O)c2nc(-c3cccc(C#N)c3)cs2)cc1 (stereo unspecified)
 : -2	1	3	-7	1	1	4	-1	-7
- Cc1ccccc1-c1nnc(Cc2ccccc2)o1
 : -8	-5	0	2	5	-3	5	9	-4
- COC(=O)c1c(C)nn(-c2ccc(F)c(Cl)c2)c1-c1cc(C)on1
 : -9	-3	-1	3	4	-4	0	7	1
- O=C(NC(=S)N(CCO)Cc1ccccc1)c1cc(Br)ccc1Cl
 : -12	-1	2	17	10	2	-2	12	0
- CCCCOC(=O)C(C#N)c1nc2ccccc2nc1N1CCN(Cc2ccc3c(c2)OCO3)CC1 (stereo unspecified)
 : -10	0	1	-2	4	-1	-1	17	-10
- CCn1nc(C)cc1C(=O)n1nc(C)c(Sc2ncccn2)c1C
 : 1	-1	0	5	3	4	2	-1	-1
- CSCC[C@H](NC(=O)N1CCn2c1nc1ccccc12)C(=O)NCc1ccccc1
 : -3	5	6	-1	3	-3	-2	1	0
- CCOC(=O)CNc1c(-c2ccccc2)nc2ccc(Cl)cn12
 : 19	-1	7	-35	10	-6	11	-6	-5
- CCCCN(C(=O)c1oc2ccc(OCC)cc2c1C)c1c(N)n(CCCC)c(=O)[nH]c1=O
 : 5	-4	1	-2	-1	0	0	6	-3
- O=C(O)/C=C/C(=O)Nc1ccccc1SC(F)(F)C(F)(F)C(F)(F)F
 : 4	-8	1	5	5	-1	8	3	10
- CCN(C(=O)COC(=O)c1cnc(C)cn1)C1CCS(=O)(=O)C1 (stereo unspecified)
 : -8	1	1	4	0	1	7	17	0
- CC(CCc1ccccc1)OS(N)(=O)=O (stereo unspecified)
 : 23	-3	-1	-2	0	-2	21	-7	-1
- COc1cccc(NCc2cc(=O)oc3cc(C)c(C(C)C)cc23)c1
 : 10	-7	3	-7	-2	-4	7	-8	-4
- Cc1noc(C)c1C(=O)OCC(=O)NC1CCCCC1C (stereo unspecified)
 : -9	-3	0	1	2	3	1	5	0
- CC1=NN(c2ccccc2)C(=O)/C1=C/C=C/c1ccc(N(C)C)cc1
 : -4	-4	0	-3	3	-5	-5	2	-14
- O=S(=O)(c1ccc(NC(=S)N2CCOCC2)cc1)N1CCCCC1
 : -15	-1	2	-6	2	2	7	12	-14
- CCOC(=O)N1CCN(C(=O)c2ccc3c(c2)N(Cc2cc(C)ccc2C)C(=O)c2ccccc2S3=O)CC1 (stereo unspecified)
 : -7	-4	1	4	1	1	-4	4	-3
- CC1=C(C(=O)OCc2ccccc2)C(c2ccccc2)NC(=O)N1 (stereo unspecified)
 : -6	-8	1	9	1	-14	-1	3	3
- O=C(Nc1ccc(F)cc1F)Nc1ccc(F)cc1F
 : 4	-6	0	-9	6	-3	0	-2	0
- O=C1CCCN1CCCNc1ncnc2c1[nH]c1ccccc12
 : 11	-8	2	-1	7	-2	4	-7	-5
- CSCC[C@H](NC(=O)c1cc([N+](=O)[O-])ccc1Cl)c1nc2ccccc2[nH]1
 : -7	-6	6	-4	4	2	-5	10	1
- CCOC(=O)c1c(-c2ccc(C)s2)csc1NC(=O)c1cccs1
 : 0	-4	0	0	5	1	5	1	-5
- Cc1cccnc1NC(=O)C1CCCN1S(=O)(=O)c1ccc(Cl)cc1 (stereo unspecified)
 : -6	6	1	2	1	-4	-10	16	-5
- COc1ccc(/C=C/C(=O)c2oc3ccc(F)cc3c2C)cc1
 : -2	-6	0	2	.	0	-4	4	4
- CCCCCC1CCC(C(=O)NCCN2CCOCC2)CC1 (stereo unspecified)
 : 0	-9	3	-5	2	-4	7	-6	-2
- COc1ccc(C(C)=O)cc1COc1ccc(Cl)cc1Cl
 : -20	-1	-1	-2	6	-3	4	13	-2
- O=C(NCc1ccccc1)C1=C[C@H](c2ccc(Br)cc2)C[C@H](OCc2ccc(CO)cc2)O1
 : -8	-4	10	-4	5	-3	0	1	-32
- Cc1ccccc1-n1nc(CSc2nc3ccccc3[nH]2)c(-c2ccccc2)c1N
 : 5	-11	5	-11	9	-2	7	-3	-14
- COCCn1c(C)cc(C(=O)CSc2nc3ccccc3c(=O)n2C(C)COC)c1C (stereo unspecified)
 : 1	-5	2	-6	4	-3	9	1	-4
- CC(C)Cn1c(N)c(C(=O)CSc2nnnn2C)c(=O)n(C)c1=O
 : -14	-2	1	-1	10	-3	1	5	-5
- CCCCNC1=C(Br)C(=O)CC(C)(C)C1
 : -6	0	0	-4	7	-1	2	8	-2
- COC(=O)c1c(C)oc(C)c1S(=O)(=O)N1CCCCC1
 : -5	-1	0	-3	0	-6	16	11	-6
- Cc1cc(C)c(OCCCCNCc2ccccc2)c(Cl)c1
 : 11	-3	19	-7	48*	0	11	-10	6
- O=C(NCCc1cccnc1)c1cc(COc2ccc(F)cc2F)on1
 : -20	-2	3	-2	2	-2	12	15	-1
